mcGAS lum = blocks mouse cGAS activity | recombinant cGAS, Kinase-Glo ATP depletion luminescence | inhibition, % at 12.5 µM | 160,000 tested, 0.15% active | AID 1259399;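 also: 0% = negative control wells and 100% = reference inhibitor with no enzyme activity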
NPYLR7 ag = mosquito NPYLR7 agonism | activation, % at 10 µM | HEK293T NPYLR7/Galpha15, GCaMP6s calcium fluorescence | AID 1259423 | 270,000 tested, 0.15% active; in the data active = activation above about 40%;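 also: 0% = vehicle and 100% = reference agonist at the receptor; some compounds past the cut are filed as inactive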
hcGAS lum = blocks human cGAS activity; recombinant h-cGAS, ATP depletion, Kinase-Glo luminescence; inhibition, % at 12.5 µM; 290,000 tested, 0.081% active; Q8N884; AID 1259398;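 also: 0% = vehicle reaction and 100% = reaction without DNA for no activity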
Numbers without * were called inactive. Rule as the data show it, unless noted: active = inhibition above about 40%; inactive = the rest. Not all compounds are listed; rates above refer to the full screens.

SMILES	mcGAS lum	NPYLR7 ag	hcGAS lum
CC(=O)C1=C(O)C2C3c4c[nH]c5cccc(c45)CC3C(C)(C)N2C1=O (configuration not stated)	0	44	2
